# Assay outcomes as filed in PubChem BioAssay.
# PLC-gamma1 inh: PLC-gamma1 (human) inhibition, primary screen. purified PLC-gamma1, fluorogenic substrate, fluorescence. inhibition, % at 12.2 µM. AID 720700. P19174. hit rate 0.84% among 370,000; in the data active = inhibition above about 9.5%
# HGIII-sPLA2 inh: Inhibits HGIII-sPLA2 liposome hydrolysis, primary screen. QFRET BODIPY PC-A2 liposome hydrolysis, fluorescence. inhibition, % at 12.2 µM. hit rate 0.56% among 370,000;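 active = inhibition above mean plus 3 SD of compounds lying within the high and low control bounds, cut at about 19% in these data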;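 also: 0% = median of test compound wells and 100% = no enzyme DMSO wells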
# ADAM10 inh: ADAM10 inhibition, QFRET primary screen | O14672 | recombinant ADAM10, EDANS/DABCYL FRET peptide cleavage, 3 h | inhibition, % at 7 µM | hit rate 0.62% among 370,000 | AID 720582;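 active = inhibition above a per-campaign cutoff equal to the mean of compounds falling between control-based bounds plus 3 SD, cut at about 20% in these data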;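 also: 0% = DMSO wells while the 100% control is not disclosed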
# Target sequence (O14672 214-748 limits assumed): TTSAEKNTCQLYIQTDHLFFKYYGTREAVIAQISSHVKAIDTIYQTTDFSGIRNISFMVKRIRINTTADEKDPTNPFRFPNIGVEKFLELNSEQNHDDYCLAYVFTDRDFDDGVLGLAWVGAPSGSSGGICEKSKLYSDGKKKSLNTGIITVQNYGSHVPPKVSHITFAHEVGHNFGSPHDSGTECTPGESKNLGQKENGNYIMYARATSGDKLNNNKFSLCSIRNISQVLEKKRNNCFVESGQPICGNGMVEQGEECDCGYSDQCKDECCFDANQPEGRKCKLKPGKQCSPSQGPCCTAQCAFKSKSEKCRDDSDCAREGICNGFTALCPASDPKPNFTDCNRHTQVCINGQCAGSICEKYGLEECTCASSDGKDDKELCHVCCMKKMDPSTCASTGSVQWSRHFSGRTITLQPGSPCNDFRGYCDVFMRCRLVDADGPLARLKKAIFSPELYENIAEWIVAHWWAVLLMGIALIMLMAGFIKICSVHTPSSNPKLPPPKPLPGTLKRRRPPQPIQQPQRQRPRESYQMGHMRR
# hgDAF-12 ag: agonists of H. glycines DAF-12 nuclear receptor; HEK293 GAL4-hgDAF12 UAS-luciferase reporter, agonist luminescence; normalized to butyrate control; hit rate 1.8% among 370,000; activation, % at 6.8 µM; AID 687014;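 active = activation above a cutoff set at the mean of all screened compounds plus 3 SD, cut at about 10% in these data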;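 also: 0% = DMSO wells and 100% = sodium butyrate wells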
# ADAM17 inh: ADAM17 inhibition, QFRET primary screen. recombinant ADAM17, EDANS/DABCYL FRET peptide cleavage. inhibition, % at 6.95 µM. hit rate 0.83% among 370,000. AID 720648;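 active = inhibition above the mean of compounds lying between control limits plus 3 SD, set per campaign, cut at about 8.5% in these data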;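 also: 0% = DMSO-only wells as the low control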
# DAX1 inh-1: NR0B1 (DAX1) inhibition. HEK293 Gal4-DAX1 luciferase reporter, luminescence. inhibition, % at 6.75 µM. hit rate 0.99% among 340,000. AID 504766;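 active = inhibition above the mean over all tested compounds plus 3 SD, cut at about 4.2% in these data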;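 also: 0% = DAX1-transfected cells with DMSO and 100% = empty-vector control cells with DMSO; inhibition shows as a rise in luminescence from relieved DAX1 repression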
# Target sequence (P51843 207-470 limits assumed): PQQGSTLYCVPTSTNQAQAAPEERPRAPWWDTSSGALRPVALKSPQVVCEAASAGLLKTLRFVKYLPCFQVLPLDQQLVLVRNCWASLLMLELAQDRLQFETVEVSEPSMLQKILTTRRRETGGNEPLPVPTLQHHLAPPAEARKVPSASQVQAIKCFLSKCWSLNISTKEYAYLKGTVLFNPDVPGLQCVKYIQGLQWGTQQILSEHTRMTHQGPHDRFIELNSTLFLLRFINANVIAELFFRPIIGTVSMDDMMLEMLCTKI
# FXN GAA850 act: activators of GAA850 frataxin (FXN) promoter | HEK293 lucGAA850 FXN promoter luciferase reporter, 24 h; percent of 10 µM SAHA response | activation, % at 6 µM | hit rate 0.56% among 360,000;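 active = activation above the average of all compounds screened plus 3 SD, cutoff fixed separately per campaign, cut at about 7.5% in these data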;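 also: 0% = DMSO wells and 100% = 10 µM SAHA wells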
# PLCb3 inh: PLC-beta3 (human) inhibition, primary screen; Q01970; AID 720704; inhibition, % at 12.2 µM; Purified PLC-beta3, fluorogenic substrate, fluorescence; hit rate 0.18% among 370,000; in the data active = inhibition above about 11%;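 also: 0% = median of compound wells on plate and 100% = full blocker control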
# hcDAF-12 act: H. contortus DAF-12 activation, primary screen; HEK293 hcDAF-12 lit1-tk-luc reporter, luminescence; 0% DMSO, 100% Δ7-dafachronic acid; activation, % at 6.8 µM; AID 652067; hit rate 1.4% among 370,000;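 active = activation above the mean of all tested compounds plus 3 SD, cut at about 5.5% in these data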;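 also: 100% = response to 3 µM Δ7-dafachronic acid high control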
# DAX1 inh-2: DAX1 (NR0B1) inhibition, primary screen; HEK293T StAR-luciferase reporter, SF-1/DAX-1 repression relief; inhibition, % at 6.8 µM; hit rate 1.1% among 370,000; AID 652010;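 active = inhibition above the mean over all tested compounds plus 3 SD, cut at about 3.6% in these data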;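 also: 0% = DAX-1 cells with DMSO and 100% = cells lacking DAX-1 with DMSO; higher inhibition means more luminescence from relief of DAX-1 repression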
# ssDAF12 agonist: S. stercoralis DAF-12 activation, primary screen; HEK293 ssDAF-12/GRIP1 lit1-tk-luc reporter, luminescence; % of 3 µM dafachronic acid response; hit rate 1% among 370,000; activation, % at 6.8 µM;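 active = activation above the mean over all tested compounds plus 3 SD, cut at about 0.9% in these data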;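 also: 0% = DMSO-only wells and 100% = 3 µM delta7-dafachronic acid wells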
# Active calls of the source: *; i = inactive; · = no result given.
SMILES,PLC-gamma1 inh,HGIII-sPLA2 inh,ADAM10 inh,hgDAF-12 ag,ADAM17 inh,DAX1 inh-1,FXN GAA850 act,PLCb3 inh,hcDAF-12 act,DAX1 inh-2,ssDAF12 agonist
COC(=O)CSc1nc2cc(C)ccc2cc1C#N,-17,6,-5,12*,-4,4.4*,4.7,-20,4.6,5.0*,1.2*
Cc1ccc(-c2csc(NC(=O)C3CC=CCC3C(=O)O)c2C(=O)OC(C)C)cc1 (stereo not given),-2,-12,-1,0.7,-2,-0.2,0.4,0,-1.4,0.0,-0.8
CCOc1ccccc1OCCCC(=O)Nc1ccc(Cl)c(S(=O)(=O)N2CCOCC2)c1,3,-15,0,-1.9,-1,-1.0,0.4,-1,-2.2,-2.6,-2.0
CSc1ccc(CNc2ccc(Cl)cc2)cc1,-2,8,7,8.8,-2,0.2,1.3,0,1.1,-0.1,-1.6
Cc1ccnc2c1ccc1ccccc12,2,-5,-9,-0.4,-2,-0.3,2.2,-5,-2.6,-0.5,-1.4
CC(NC(=O)COc1ccccc1)C(=O)NC1=NCCS1 (stereo not given),0,-6,-1,-0.3,-2,0.0,2.7,0,-0.3,0.6,-1.7
CC1CC(=O)N(C)c2cc([N+](=O)[O-])ccc2N1 (stereo not given),-2,2,-4,-0.8,-2,0.2,-0.6,-1,-0.1,0.9,-1.2
COc1cccc(-c2nnn(CC(=O)N3CCC(C)CC3)n2)c1,9,0,5,2.5,2,0.1,2.9,4,-0.2,0.2,-1.0
CCOC(=O)c1sc2nc(N3CCOCC3)c3c(c2c1N)CCCC3,-126,9,-101,1.1,-30,-0.3,1.2,-158,-1.3,-0.1,-1.3
Cc1ccc(C(=O)OCC(=O)NNC(=O)c2ccc([N+](=O)[O-])cc2)o1,5,4,0,1.0,-4,1.2,0.5,-9,-0.8,-1.3,-1.2
CCOC(=O)CNC(=O)c1cc2c(=O)[nH]c3ccc(C)cc3c2s1,-56,0,-212,-1.7,-81,0.4,-1.6,-81,-1.1,-0.3,-1.0
CC(=O)Nc1ccc(NC(=O)Cn2c(=O)n(-c3ccc(F)cc3)c(=O)c3oc4ccccc4c32)cc1,-2,2,-5,2.3,-6,-1.3,-1.9,-6,-1.1,-0.4,-1.6
Cc1ccccc1NC(=O)C(C)OC(=O)CCC(=O)N(CC(C)C)c1c(N)n(CC(C)C)c(=O)[nH]c1=O (stereo not given),2,3,-10,0.5,0,1.0,1.8,3,0.8,-0.6,-0.8
Cc1cc(NC(=O)CSc2nnc(-c3ccncc3)n2Cc2ccccc2)n(-c2ccccc2)n1,-1,6,5,0.1,-5,-0.5,-0.9,-3,-0.5,-0.2,-0.4
COc1ccc(C)cc1NC(=O)C1CCCN(S(=O)(=O)c2cccs2)C1 (stereo not given),1,-2,4,0.9,1,1.0,-0.7,-2,-2.8,0.1,-1.3
Cc1ccc2c(C)c(C(=O)Nc3nnc(C)s3)oc2c1,1,7,-9,0.5,-1,0.7,3.5,1,-0.9,0.3,-0.6
CC1(C)CC(=O)C2=C(C1)N(CCN1CCOCC1)C1=C(C(=O)CC(C)(C)C1)C2c1cccc(F)c1,-487,-1,i,-2.8,-304,-1.1,-2.4,i,-1.6,-0.9,-0.9
CN1CCN(/C=N/C2=C(C#N)C(c3ccccc3)C3=C(CC(C)(C)CC3=O)O2)CC1 (stereo not given),4,0,2,-2.0,-2,0.5,-2.5,2,-0.1,-0.3,-1.5
COc1ccc(NC(=O)Cn2c(C(C)C)nc(C)cc2=O)cc1Cl,10*,13,1,0.1,-3,3.4,1.7,3,-0.8,0.6,-1.0
NNC(=O)c1nn(-c2ccc(Cl)cc2)cc1O,-56,4,-39,-1.8,-13,-1.4,0.4,-83,0.1,0.6,-2.2
COc1cccc(NC(=O)CN(C)C(=O)c2cc3ccccc3cc2OC)c1,-8,-8,-35,1.4,-13,0.2,0.7,-14,-2.0,0.2,-0.8
O=C(CCCSc1nc2sc3c(c2c(=O)[nH]1)CCC3)NCCO,0,3,-37,1.3,-14,1.0,1.6,2,-1.3,0.9,-1.2
COC(=O)/C=C1\OCc2cc(C)ccc21,2,8,4,7.4,2,·,·,1,-0.2,1.3,-0.4
COc1ccc(C(=O)OCC(=O)NC2CC2)cc1OC,0,2,1,2.2,-4,0.5,1.7,3,1.2,-0.1,-0.7

# 2 compounds picked at random from the list so far, as already listed:
SMILES,PLC-gamma1 inh,HGIII-sPLA2 inh,ADAM10 inh,hgDAF-12 ag,ADAM17 inh,DAX1 inh-1,FXN GAA850 act,PLCb3 inh,hcDAF-12 act,DAX1 inh-2,ssDAF12 agonist
CCOC(=O)CNC(=O)c1cc2c(=O)[nH]c3ccc(C)cc3c2s1,-56,0,-212,-1.7,-81,0.4,-1.6,-81,-1.1,-0.3,-1.0
Cc1ccc(C(=O)OCC(=O)NNC(=O)c2ccc([N+](=O)[O-])cc2)o1,5,4,0,1.0,-4,1.2,0.5,-9,-0.8,-1.3,-1.2

# Next records follow:
SMILES,PLC-gamma1 inh,HGIII-sPLA2 inh,ADAM10 inh,hgDAF-12 ag,ADAM17 inh,DAX1 inh-1,FXN GAA850 act,PLCb3 inh,hcDAF-12 act,DAX1 inh-2,ssDAF12 agonist
COc1ccc(C(CNC(=O)CSc2ccccc2F)N2CCOCC2)cc1 (stereo not given),-5,0,-6,-0.9,-7,0.4,1.4,-11,-0.7,-0.2,1.1*
CCc1ccc(OCC(=O)N(CC)CC)cc1,2,3,4,5.1,2,0.2,0.5,3,-1.4,0.5,-0.9
CC(=O)Oc1ccc2c(=O)c(Oc3ccccc3)c(C)oc2c1OC(C)=O,-3,0,1,-0.5,-1,-0.3,0.8,-2,1.2,-0.4,-1.6
COc1ccccc1-n1c(CNC(=O)c2ccc(S(=O)(=O)N3CCOCC3)cc2)n[nH]c1=S,0,5,3,1.5,-4,-1.6,2.6,4,0.3,1.0,-1.3
O=C(Cc1ccc2c(c1)OCCO2)Nc1ccc(Cl)c(S(=O)(=O)N2CCOCC2)c1,2,-8,-9,-0.6,3,-0.9,-1.2,-6,3.8,0.5,-1.8
CC(C)CNC(=O)COC(=O)c1ccc(Cl)c(S(N)(=O)=O)c1,1,6,-7,-0.7,-1,1.0,1.1,0,1.1,-0.6,-0.8
O=c1[nH]c(NC2CCCCC2)nnc1Cc1ccccc1,4,1,2,-0.4,-5,-1.5,0.1,4,-1.0,0.2,-1.0
Cc1cc2c(c(=O)o1)C(c1cccs1)C(C#N)=C(N)O2 (stereo not given),-4,0,-1,0.6,-1,0.2,-0.4,-5,0.0,-0.1,-1.6
COc1cc2c(cc1OC)C(c1ccc(C)o1)CC(=O)N2 (stereo not given),-305,0,i,2.8,-186,1.2,3.4,-386,0.4,0.8,-1.6
COc1ccc(N2C(=O)CC(Nc3ccc(N4CCOCC4)cc3)C2=O)c(OC)c1 (stereo not given),-10,-11,4,-0.9,-1,0.4,-0.7,-12,-2.0,-0.3,-1.4
Cn1c(Oc2ccncc2)nc2cc(-c3ccsc3)sc2c1=O,-1,4,-22,0.9,-7,·,3.1,-8,-2.1,0.2,-1.5
COc1ccc(OC)c(NC(=O)C2(C)CCN2Cc2ccccc2Cl)c1 (stereo not given),4,1,-13,-3.3,4,·,0.9,-10,-1.9,1.2,-1.8
CCCCc1ccc(N2C(=O)[C@@H]3C(CC(N)=O)NC4(C(=O)Nc5ccc(F)cc54)[C@@H]3C2=O)cc1 (stereo not given in full),-1,-10,-1,0.8,-6,0.1,-0.3,-4,-0.4,-0.4,-1.0
COc1cc(C(=O)Nc2ccc3c(c2)ncn3C(C)(C)C)cc(OC)c1OC,1,0,-2,-2.5,-2,-0.5,0.5,-4,-1.6,0.0,-0.6
Cc1c(CCOC(=O)CC23CC4CC(CC(C4)C2)C3)sc[n+]1CC(=O)c1ccccc1,6,4,-7,1.2,-7,1.8,3.8,-6,0.0,0.3,-1.1
O=C(CCC(=O)c1ccccc1)NCCOc1ccccc1,3,0,7,3.7,1,0.0,-0.9,-3,2.2,-0.1,-0.7
CCC(CC)C(=O)N(C)c1c(C)nc2c(OCc3cccc(OC)c3)cccn12,-3,-4,-2,0.8,-2,·,-1.7,-2,-0.7,-0.5,-1.2
O=C(CSc1cccs1)Nc1cccc2ccccc12,-1,6,1,11*,0,0.7,7.6,-1,4.6,1.6,-0.1
CCOC(=O)c1ccc(N/C=C/C(=O)c2ccco2)cc1,-36,-9,-16,15*,-4,2.4,6.7,-51,3.0,4.7*,-0.2
O=C(Nc1cc(Cl)ccc1Cl)c1ccc(-c2ccccc2)cc1,1,3,2,0.3,2,-0.6,3.7,1,1.5,0.8,-0.1
Clc1ccccc1-c1nnc(-c2cccnc2)o1,-7,14,-8,7.2,-9,0.8,3.8,-6,0.6,0.0,0.4
COc1ccc(C(=O)Nc2cccc(C(=O)N/N=C/c3ccc(OC)cc3OC)c2)cc1,-31,-1,-1,5.3,-6,-2.7,2.5,-52,-0.7,-0.1,-1.1
CCCS(=O)(=O)N1CCN(S(=O)(=O)c2ccccc2)CC1,2,-1,1,2.7,-2,-0.4,1.3,2,-0.5,-0.2,-0.8
Cc1ccc(OCCn2c(=O)n(C)c3ccccc32)cc1,0,5,-15,13*,-1,0.0,5.5,-4,3.0,2.1,0.0
CCOC(=O)C1(Cc2cccc(Cl)c2)CCCN(C(=O)c2c(CC)noc2C)C1 (stereo not given),-1,-4,-2,3.6,-2,0.2,1.5,-3,0.9,0.4,-1.1
Cc1csc2c(SCC(=O)NNS(=O)(=O)c3cccc(C(F)(F)F)c3)ncnc12,-3,0,-4,0.4,-3,-0.9,-0.4,-6,-2.9,0.2,-1.9
CCCn1c2ccccc2c2cnn(CC(=O)NC3CCCCC3C)c(=O)c21 (stereo not given),2,10,-6,-0.8,1,0.8,-0.6,-8,1.6,-1.1,-0.6
CN(C(=O)CN1C(=O)S/C(=C\c2cccc(Cl)c2)C1=O)C1CCS(=O)(=O)C1 (stereo not given),-1,6,-1,0.8,-3,0.5,-1.1,-6,-0.3,-0.7,-1.2
O=[N+]([O-])c1ccc(CSc2nnc(Cc3ccccc3)n2-c2ccc(F)cc2)cc1,4,0,11,-2.9,5,-0.7,0.6,3,-1.9,0.1,-0.3
Cn1cnc([N+](=O)[O-])c1S(=O)(=O)Oc1ccc(Cl)cc1,5,13,-21,-2.2,-4,-1.3,-5.5,-10,1.6,-3.0,-1.5
O=S(=O)(c1ccc(F)cc1)N1CCCNCC1,1,15,-10,-0.3,-3,1.9,1.4,-6,-0.1,-0.2,-0.8
C/C(=N\OCC(=O)Nc1ccc2c(c1)OCCO2)c1ccc2c(c1)OCCO2,5,-1,6,3.2,2,-0.4,-0.2,0,-1.9,-1.0,-1.1
CCOC(=O)n1c(=O)n(Cc2cccc(F)c2)c2ccccc21,1,8,-6,3.6,-2,-0.3,0.0,-2,-0.2,-0.5,-0.8
CCOC(=O)c1c(C)nc2c(c1-c1ccc(OC)c(OC)c1)C(=O)c1ccccc1-2,-1,7,3,0.4,-2,0.4,1.4,-4,1.4,-0.1,-0.8
